High-throughput results from PubChem BioAssay.
Pin1 inh: blocks the human prolyl isomerase Pin1 | Q13526 | Pin1 FP peptide displacement, HiFluor488, 10 min | Potency, µM (highest dose often 115 µM), inactives show top-dose activity, negative = inhibition, usual class: inhibitors | 0.009% of 390,000 active | AID 504891; active = well fitted inhibition curve with a large enough effect in the polarisation, with a control signal flat, not every such curve was filed as active; inconclusive = small, poorly fitted or top-dose-only effect, or effect the other way, or a change in a side signal; inactive = no such curve, though single readings can be large or run the other way; the % refers to the polarisation; also: % is scaled to controls: 0 for no effect and ±100 for the full control effect
Target sequence (Q13526 whole entry, looked up): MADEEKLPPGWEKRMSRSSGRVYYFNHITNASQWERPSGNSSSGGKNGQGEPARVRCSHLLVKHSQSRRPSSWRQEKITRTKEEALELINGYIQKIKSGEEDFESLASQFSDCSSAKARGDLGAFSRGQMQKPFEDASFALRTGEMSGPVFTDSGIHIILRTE
JMJD2A Tudor: inhibitors of human JMJD2A Tudor domain; AlphaScreen JMJD2A-Tudor / H3K4me3 peptide binding; Potency, µM (doses to about 114 µM), without a hit: at the top dose activity change, negative = inhibition, hits mostly inhibitors; 4.4% of 390,000 active; also: % is scaled to controls: 0 for no effect and ±100 for the full control effect; nearly all actives have a fitted effect of over 50% in size
Tb PGK inh: inhibitors of T. brucei phosphoglycerate kinase; P07378; PGK/GAPDH coupled, Kinase-Glo luminescence, 60 min; Potency, µM (top dose mostly 57.5 µM), without a hit: top-dose activity change, negative = inhibition, most hits filed as inhibitors; 0.043% of 380,000 active; also: % is scaled to controls: 0 for no effect and ±100 for the full control effect; nearly all actives have a fitted effect of over 60% in size
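Recombinant glycosomal PGK reaction used 1,3-bisphosphoglycerate generated in-well by GAPDH (100nM final) in 100mM TEA pH 7.6, 5mM MgCl2, 0.01% Tween-20. After 60 minutes at room temperature, ATP was read by Kinase-Glo Plus luminescence end-point.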
Pol iota inh: blocks human DNA polymerase iota activity. Q9UNA4. Pol iota fluorescent replication assay, 10 min. Potency, µM (series often up to 115 µM), without a hit: at the top dose activity, negative = inhibition, most hits filed as inhibitors. 1% of 390,000 active
Target sequence (Q9UNA4 whole entry, looked up): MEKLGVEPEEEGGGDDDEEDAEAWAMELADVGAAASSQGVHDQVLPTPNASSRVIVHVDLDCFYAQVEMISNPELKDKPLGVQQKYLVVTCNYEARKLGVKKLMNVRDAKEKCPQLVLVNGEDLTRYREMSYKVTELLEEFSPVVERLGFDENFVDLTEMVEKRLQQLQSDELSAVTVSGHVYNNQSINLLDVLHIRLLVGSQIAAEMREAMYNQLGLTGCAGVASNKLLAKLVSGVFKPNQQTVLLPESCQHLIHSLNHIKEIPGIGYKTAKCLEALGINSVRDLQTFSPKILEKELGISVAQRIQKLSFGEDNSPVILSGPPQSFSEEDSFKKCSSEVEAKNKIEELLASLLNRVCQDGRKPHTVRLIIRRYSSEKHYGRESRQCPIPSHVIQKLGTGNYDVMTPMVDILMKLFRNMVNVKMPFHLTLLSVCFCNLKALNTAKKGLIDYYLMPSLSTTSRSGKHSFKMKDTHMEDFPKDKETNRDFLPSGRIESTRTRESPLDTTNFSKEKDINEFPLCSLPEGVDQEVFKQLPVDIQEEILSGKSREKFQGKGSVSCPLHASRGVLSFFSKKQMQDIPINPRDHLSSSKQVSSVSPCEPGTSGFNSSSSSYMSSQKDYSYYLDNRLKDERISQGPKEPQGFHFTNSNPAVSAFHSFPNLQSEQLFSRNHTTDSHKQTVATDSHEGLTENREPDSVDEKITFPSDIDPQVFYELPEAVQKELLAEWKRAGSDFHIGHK
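Fluorescent replication assay read twice, at 0 min and 10 min after adding 50 nM (final) substrate. Enzyme (10 nM) and compounds were first incubated 15 min at room temperature; enzyme-free buffer wells were negative controls.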
G9a inh: blocks human histone lysine methyltransferase G9a | G9a H3K9 monomethylation, AlphaScreen, 2 h | 8.8% of 350,000 active | Potency, µM (titrated, usually from 102 µM), inactives show at the highest dose activity, negative = inhibition, most hits filed as inhibitors | AID 504332 | Q96KQ7; also: % is scaled to controls: 0 for no effect and ±100 for the full control effect; nearly all actives have a fitted effect of over 75% in size
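Methyltransferase reactions run at room temperature for 2 h (20 nM enzyme, 500 nM biotin-H3K9 peptide, 20 uM SAM) after a 15 min compound preincubation; product detected by AlphaScreen beads and anti-H3K9me1 antibody.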
BAZ2B block: BAZ2B (human) inhibition; 4.4% of 360,000 active; AlphaScreen BAZ2B-H3K14Ac peptide displacement; AID 504333; Potency, µM (series often up to 114 µM), without a hit: at the highest dose activity change, negative = inhibition, actives largely listed as inhibitors; also: % is scaled to controls: 0 for no effect and ±100 for the full control effect; nearly all actives have a fitted effect of over 60% in size
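Complex of BAZ2B and biotin-H3K14Ac (50 nM apiece) forms over 30 min at RT, then faces library compounds up to 110 uM for another 30 min; AlphaScreen beads added, 20 min dark incubation, luminescence read.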
BLM helicase inh: inhibitors of human Bloom syndrome helicase BLM. 0.2% of 350,000 active. AID 2528. recombinant BLM DNA unwinding, fluorescence dequenching. P54132. Potency, µM (highest dose often 56.1 µM), for the others: at the highest dose activity change, negative = inhibition, hits mostly inhibitors;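 also: plate controls were vehicle for no effect and no enzyme for full effect; nearly all actives have a fitted effect of over 35% in size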
GLS inhibitor: blocks human kidney-isoform glutaminase activity. O94925. GLS enzymatic activity, qHTS titration. Potency, µM (series often up to 45.5 µM), for the others: at the top dose activity change, negative = inhibition, usual class: inhibitors. 0.21% of 410,000 active; also: % is scaled to controls: 0 for no effect and ±100 for the full control effect
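Read-out is an Amplex red fluorescence increase coupled through glutamate oxidase and HRP, measured before and after 30 min room-temperature incubation. hKGA is in 45 mM KH2PO4 (pH 8.2) with 0.02% Tween-20; glutamine added as 1mM solution.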
HP1b binding inh: HP1-beta chromodomain-methylated histone interaction inhibition | AID 540317 | AlphaScreen HP1-beta / biotin-H3K9me3 peptide binding | 0.56% of 390,000 active | Potency, µM (series often up to 114 µM), for the others: at the top dose activity change, negative = inhibition, usual class: inhibitors; also: nearly all actives have a fitted effect of over 70% in size; inactives centre near 23
Target sequence (P83916 whole entry, looked up): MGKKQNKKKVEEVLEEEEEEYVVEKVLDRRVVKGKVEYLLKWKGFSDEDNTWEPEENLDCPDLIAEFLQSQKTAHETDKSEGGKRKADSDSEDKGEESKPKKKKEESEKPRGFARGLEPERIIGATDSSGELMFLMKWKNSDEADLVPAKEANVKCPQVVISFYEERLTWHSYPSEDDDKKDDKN
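HP1-beta protein (50 nM final) preincubated 30 min at room temperature with biotinylated H3(1-18)K9me3 peptide (50 nM) in PBS pH 7.4, 0.01% Tween-20, then compound added for 30 min. AlphaScreen streptavidin donor/nickel chelate acceptor beads (10 ug/mL final), 30 min dark, luminescence read.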
An asterisk follows results filed as active; i = inactive; ? = inconclusive; / = not tested or not shown; [ ] = another dose, or the depositor's remark. Unless noted, calls follow the shape of the dose curve; as a rule, active = well fitted curve in the direction sought with a large enough effect; inconclusive = small, poorly fitted or top-dose-only effect, or another doubt; inactive = no such curve, though single readings can be large; an effect the other way counts as inactive or inconclusive. Potency is read from the fitted curve at half-maximal effect. Not all compounds are listed. The share of hits here may be higher or lower than overall.

SMILES	Pin1 inh	JMJD2A Tudor	Tb PGK inh	Pol iota inh	G9a inh	BAZ2B block	BLM helicase inh	GLS inhibitor	HP1b binding inh
C/C=C(/C)C(=O)Nc1cccc(C2=NOC3(C2)C[C@@H](C(N)=O)N(C(=O)[C@H]2CCC(=O)N2)C3)c1 (stereo not given in full)	2%	-15%	-1%	-12%	22%[59 µM]	-2%	-1%	-1%	22%
Cc1cc(C)c2cc(C)c(SCC(=O)NCc3ccco3)nc2c1	7%	-27%	-13%	?	-7%	-32%	0%	-8%	11%
Cc1c(C)n2c(SCC(=O)N3CCC(C)CC3)nnc2[nH]c1=O	3%	-8%	-5%	28%	2%	8%	/	-1%	6%
Cc1cccc(C)c1NC(=O)N1CC=CCC1	-1%	-4%	i	21%	34%	14%	-2%	-6%	27%
Cc1cccc(NC(=O)CSc2nnc([C@@H](N)Cc3ccccc3)o2)c1C	-4%	-10%	-6%	1%	-22%	-11%	2%	-3%	45%[activator]
COc1cc(C2C3=C(CC(C)(C)CC3=O)OC(N)=C2[N+](=O)[O-])ccc1O (stereo not given)	-10%	-7%	-9%	-13%	50µM*	11%	-1%	31%[activator]	41%[activator]
Cc1cccc(N2CCN(S(=O)(=O)c3c(C)noc3/C=C/N(C)C)CC2)c1C	-8%	-23%	-9%	58%[activator]	3%	-19%	-12%	2%	4%
CC(=O)Nc1ccc(Nc2cc(C)nc3c(-c4ccccc4)c(C)nn23)cc1	9%	-3%	-7%	10%	96%[activator][59 µM]	-2%	-5%	-6%	40%[activator]
COc1cc(C(=O)O)c2c(c1C)OC(=O)c1c(C)cc(O)c(C=O)c1O2	-9%	-32%	1%	-27%	/	/	/	5.6µM*	-13%
COCCCNC(=O)/C(C#N)=C/c1ccc(F)cc1	-3%	-24%	-11%	72%[activator]	22%	/	1%	6%	-5%
CCn1nc(NS(=O)(=O)c2ccc([N+](=O)[O-])cc2)c2cc3ccc(C)cc3nc21	-7%	16%	0%	2%	?	-39%	2%	-6%	34%
O=C(Nc1ccc(Cl)c(C(F)(F)F)c1)C(=O)N1CCCCC1	-9%	-4%	0%	16%	20%[59 µM]	-1%	0%	2%	24%
O=C(CSc1nc2ccccc2c(=O)n1-c1ccccc1)N1CCN(CCO)CC1	0%	-16%[57.1 µM]	0%	31%[activator]	2%	3%	0%	4%	28%
O=C(NCC(=O)N1CCN(C(=O)c2ccco2)CC1)c1ccc(Cl)cc1	-6%	-1%	-2%	-22%	?	-5%	/	-10%	11%
O=C(NNC(=O)c1ccccc1O)c1ccc(Cl)c(S(=O)(=O)N2CCCCC2)c1	2%	-19%	9%	-12%	4%	5%	/	23%	33%
Cc1cccc(C(=O)NCCC(=O)Nc2ccc(C#N)cc2)c1	-8%	-3%	-6%	22%	0%	0%	-6%	3%	7%
COc1cccc(C(=O)NCC(=O)OCC(=O)Nc2ncc(Cl)cc2Cl)c1	-8%	-21%	-10%	?	?	?	-10%	18%	0%
Cc1c(C(=O)N(C)Cc2ccccc2)oc2c(Cl)cccc12	6%	90%[activator]	-3%	-11%	60%[activator]	50%[activator]	-3%	-4%	72%[activator]
Nc1nc(Nc2ccccc2)nc(N2CCCC2)c1[N+](=O)[O-]	-7%	?	-5%	-16%	-7%	?	-4%	-2%	-10%
O=S(=O)(Nc1nc2ccccc2s1)c1ccc(Cl)nc1	-4%	-5%	-8%	-1%	/	1%	-1%	-6%	36%
COc1ccc(Cl)cc1NC(=S)NNC(=O)c1cccs1	3%	?	6%	16%	28µM*	-29%	-5%	21%	1%
COc1cc(NC(=O)c2ccco2)c(OC)cc1NC(=O)CCC(=O)Nc1cccc(C)c1C	0%	-4%	-2%	1%	8%[59 µM]	-2%	-1%	-4%	23%
COc1ccc(S(=O)(=O)Nc2ccc(C(N)=O)cc2)cc1C(=O)N1CCCCCC1	-3%	3%	-6%	95%[activator]	10%	-2%	-2%	4%	18%
CCN(CC(=O)NCc1cccs1)C(=O)c1cc(S(=O)(=O)N2CCOCC2)ccc1C	-3%	-5%	0%	17%	?	-2%	1%	-4%	38%
CCOC(=O)c1c(C)oc2nc(C)nc(NCCCN3CCN(c4cc(Cl)ccc4C)CC3)c12	?	-28%	-5%	3%	?	-18%[57.1 µM]	0%	2%	10%

Record cards, as listed above. Screens in order: Pin1 inh, JMJD2A Tudor, Tb PGK inh, Pol iota inh, G9a inh, BAZ2B block, BLM helicase inh, GLS inhibitor, HP1b binding inh
CCOC(=O)c1c(C)oc2nc(C)nc(NCCCN3CCN(c4cc(Cl)ccc4C)CC3)c12 as listed: ?, -28%, -5%, 3%, ?, -18%[57.1 µM], 0%, 2%, 10%
Cc1cccc(C(=O)NCCC(=O)Nc2ccc(C#N)cc2)c1 as listed: -8%, -3%, -6%, 22%, 0%, 0%, -6%, 3%, 7%
O=C(Nc1ccc(Cl)c(C(F)(F)F)c1)C(=O)N1CCCCC1 as listed: -9%, -4%, 0%, 16%, 20%[59 µM], -1%, 0%, 2%, 24%
COc1cc(C(=O)O)c2c(c1C)OC(=O)c1c(C)cc(O)c(C=O)c1O2 as listed: -9%, -32%, 1%, -27%, /, /, /, 5.6µM*, -13%

Next part
SMILES	Pin1 inh	JMJD2A Tudor	Tb PGK inh	Pol iota inh	G9a inh	BAZ2B block	BLM helicase inh	GLS inhibitor	HP1b binding inh
Cc1ccc2ncnc(NCCCCCC(=O)O)c2c1	0%	-13%[11.4 µM]	-7%	70%[activator]	4%[59 µM]	-6%	-4%	2%	49%[activator]
Cc1ccc(C(=O)Nc2ccc(C(=O)N/N=C/c3ccccn3)cc2)cc1	15%	-14%	i	?	-46%	20%	-3%	-5%	59%[activator]
COc1cc(C(=O)n2nc(C)cc2C)ccc1O	-4%	?	-16%	8%	-2%[2.33 µM]	?	-5%	25%	-12%
O=C(/C=C/c1ccccc1)OCCN=C1NS(=O)(=O)c2ccccc21	2%	-1%	-2%	49%[activator]	24%	-2%	-9%	0%	10%
O=C(Nc1ccccc1F)c1cc(S(=O)(=O)N2CCOCC2)ccc1N1CCOCC1	1%	-1%	i	34%[activator]	-6%	2%	/	0%	21%
O=C(CN1C(=O)NC2NC(=O)NC21)N/N=C/c1ccccc1O (stereo not given)	5%	-34%	4%	7%	4%	?	1%	-1%	41%[activator]
Cc1noc(C)c1CC(=O)Nc1ccc2c(c1)OCO2	0%	-22%	-4%	-4%	4%[12.7 µM]	-22%	/	12%	15%
O=C(c1cccs1)c1cn(CCOc2ccc(F)cc2)c2ccccc12	3%	-10%	-1%	-28%	32%[activator][59 µM]	-5%	-14%	9%	7%
CCOC(=O)N1CCN(C(=O)CCSc2ccccc2)CC1	3%	-12%	-4%	26%	12%	10%	-2%	-4%	17%
COc1ccc(CN2C3CCCC2CC(NC(=O)/C=C/c2ccccc2)C3)cc1 (stereo not given)	-2%	-13%	4%	-1%	-25%	15%	4%	-2%	32%
O=S(=O)(c1ccccc1)N1CCN(C(=S)Nc2ccccc2)CC1	0%	-17%	-5%	21%	?	-18%	2%	14%	34%
CC(=O)c1ccc(-c2cc([C@H]3[C@H]4C=CC[C@@H](C)[C@@H]4C(=O)N3Cc3ccccc3)ccc2F)cc1	11%	-19%	-7%	-11%	16%[59 µM]	-4%	-8%	7%	21%
CCOC(=O)c1c(-c2ccccc2)csc1NC(=O)C(C)NCc1ccco1 (stereo not given)	-3%	?	-1%	30%	25µM*	50µM*	-9%	-12%	28µM*
NC(=O)Cn1cc(/C=N\NS(=O)(=O)c2cccc([N+](=O)[O-])c2)c2ccccc21	2%	-19%	8%	23%	/	-32%	-2%	-18%	7%
COCCN(C(=O)COC(=O)Cc1c[nH]c2ccccc12)c1c(N)n(Cc2ccccc2)c(=O)[nH]c1=O	1%	-14%	2%	16%	-8%	-9%	/	8%	19%
COc1ccc(C2CC(=O)c3c(C)nc(N4CCN(Cc5ccccc5)CC4)nc3C2)cc1OC (stereo not given)	23%	?	1%	-9%	35µM*	?	-10%	-4%	-14%
COCCn1ccc2c(OCC(=O)Nc3ccccc3F)cccc2c1=O	-2%	-11%	-9%	13%	?	-8%	4%	5%	13%
CC(=O)Nc1cccc(NC(=O)CSc2nnc3ccc(-c4cccnc4)nn23)c1	?	-14%	3%	19%	?	11%	/	4%	17%
CC(C)c1ccc(CNCCSc2nnnn2-c2ccccc2)cc1	-5%	-9%	-5%	13%	-5%[59 µM]	9%	-1%	8%	46%[activator]
Cc1nc2ccc(Cl)cc2nc1C	-2%	-11%	10%	100%[activator]	-4%	-1%	-2%	3%	12%
CC1CCN(CC(=O)NC(=O)NCc2ccccc2)CC1	1%	-11%	-3%	-18%	13%[59 µM]	-1%	1%	-2%	31%
CCOc1ccc(C2CC(=O)n3nc(-c4ccc(C)cc4)nc3S2)cc1 (stereo not given)	2%	-2%	i	2%	?	2%	-4%	-13%	24%
Cc1c(C(=O)NC(=S)NCC(C)C)oc2ccccc12	-9%	-4%	i	13%	16%[59 µM]	1%	4%	-7%	42%[activator]
Cc1occc1-c1nnc(SCC(=O)c2ccc(F)cc2)o1	12%	-9%	9%	?	?	-22%	-3%	6%	33%
O=C(COC(=O)c1ccco1)NCc1ccco1	-2%	-5%	-2%	-16%	-7%	5%	0%	-12%	36%
Cc1cccc(-c2nc(CS(=O)CC(=O)N3CCCCC3)c(C)o2)c1 (stereo not given)	0%	-10%	-5%	19%	?	6%	-1%	-1%	67%[activator]
COc1ccc(Cc2c(N)nc(N)nc2N)cc1	-7%	6%	-10%	?	15%	-29%	2%	4%	22%
CC(Oc1ccc(F)cc1)C(=O)Nc1cc(-c2ccc(F)c(F)c2)no1 (stereo not given)	3%	-6%	/	19%	50%[activator][59 µM]	-14%	-11%	-4%	112%[activator]
CC(/C=C/c1ccc2c(c1)OCO2)=N\NC(=O)COc1ccccc1C	2%	-10%	-8%	21%	-40%[12.7 µM]	-2%	1%	-10%	11%
COc1ccc(-c2noc(CCCOc3ccccc3)n2)cc1OC	18%	88%[activator]	i	-14%	35%[59 µM]	70%[activator]	-7%	-15%	160%[activator]

Limited to Pol iota inh, for some of the entries so far:
| structure | Pol iota inh |
| --- | --- |
| CCOc1ccc(C2CC(=O)n3nc(-c4ccc(C)cc4)nc3S2)cc1 (stereo not given) | 2% |
| CC(Oc1ccc(F)cc1)C(=O)Nc1cc(-c2ccc(F)c(F)c2)no1 (stereo not given) | 19% |
